# RSV antiviral HEp-2: RSV antiviral activity via CPE protection, HEp-2 cells, primary 10 µM value included (AID 2391); HEp-2 cells, RSV-induced CPE inhibition; higher % means a stronger effect; one-dose CPE inhibition, % at 10 µM; IC50 in µM for titrated hits; 310,000 tested, 0.13% active; in the data active means a potency from the dose series; inconclusive means CPE inhibition mostly from about 23% at the one dose, without a potency; inactive means the rest, 99 in 100 with CPE inhibition below about 21%; further: strong numbers were not always called active
# MgcRacGAP inhibition: MgcRacGAP GTPase-activating activity inhibitors, confirmation, biochemical, ADP Hunter fluorescence | AID 624330 | MgcRacGAP-stimulated Rac1 GTP hydrolysis, ADP Hunter fluorescence; higher % means a stronger effect; GST-tagged Rac1 F28L mutant substrate | 340,000 tested, 0.6% active | one-dose inhibition, % at 30 µM; IC50 in µM for titrated hits;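 active means first-screen hits whose inhibition reached a set limit at any dose in the follow-up dose series; inconclusive means inhibition above the set first-screen limit but never retested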;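 further: fluorescence reports GDP produced by GAP-driven GTP hydrolysis; strong numbers were not always called active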
# T cell modulator: modulates CD8 T cell binding to vesicles; calls only at 7 µM; 330,000 tested, 0.068% active; 2C CD8+ T cell-vesicle binding, flow cytometry; hits give low values; AID 2052;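 active means response, share of CD8 T cells binding vesicles, and their 90th percentile fluorescence all below set limits, cut at about 80% in these data, passing the limit was not always enough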
#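 Also added: QL9-peptide-loaded Drosophila micro-vesicles bearing Ld, ICAM-1 and B7-1; Test system: purified 2C TCR transgenic mouse naive CD8+ T cells; Measured by: cytometric PE anti-B7-1 and Alexa647 anti-CD8 signals after 1% paraformaldehyde fixation; Timing: binding step 1.5 h, 37 °C, antibody labelling 20 min, ice.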
# WT yeast gro inh: growth inhibition of WT yeast, mitochondrial fusion screen; 190,000 tested, 2.1% active; inhibition, % at 10 µM; mitochondrial fusion phenotypic screen, WT strain; in the data active means inhibition above about 58%; tested in S. cerevisiae
# b-catenin transl: alters nuclear translocation of beta-catenin in HeLa cells | immunofluorescence imaging | nuclear translocation activity, % at 5 µM | 190,000 tested, 0.3% active | AID 1665;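 active means nuclear translocation activity above 50% at 5 µM, with a well cell count of 50 or more; inconclusive means wells under 50 cells across six images, flagged as toxic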;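 further: per-cell ratio of nuclear to cytoplasmic median beta-catenin stain intensity; plate controls were DMSO negative control for no effect and GSK-3 inhibitor IX positive control for full effect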
#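 Test system: human HeLa cell line; Doses: 5 µM primary, 0.02–20 µM confirmation; Incubation: 24 h compound exposure, 37°C; Detection: beta-catenin immunofluorescence imaging with DAPI; Read-out: beta-catenin nuclear/cytoplasmic ratio, % activation.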
# SV40 large T antigen: SV40 large T antigen inhibitors, biochemical (AID 1903). SV40 large T antigen ATPase/helicase inhibition assay; higher % means a stronger effect. inhibition, % at 20 µM, or IC50 in µM where a hit was titrated. 310,000 tested, 0.39% active; in the data active means a potency from the dose series; inconclusive means inhibition mostly from about 32% at the one dose, without a potency; inactive means the rest, 99 in 100 with inhibition below about 32%; further: strong numbers were not always called active
# Myeloid diff 2: compounds promoting myeloid differentiation; ER-HoxA9 myeloid progenitors, lysozyme-GFP differentiation, flow cytometry; calls only at 10 µM; 360,000 tested, 1% active; AID 624256;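 active means normalized GFP-positive differentiation at or above the plate's own cutoff, the solvent-only control mean plus 3 SD; inconclusive means no clear call, values can overlap the other calls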;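 further: cells exposed to compound for four days before flow analysis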
# West Nile virus CPE: inhibition of WNV-induced cytopathic effect – cell-based, CPE readout (AID 1621); 290,000 tested, 0.02% active; one-dose CPE inhibition, % at 10 µM; IC50 in µM for titrated hits; West Nile virus-infected cells, CPE inhibition; higher % means a stronger effect; in the data active means a potency from the dose series; inconclusive means CPE inhibition mostly from about 3.7% at the one dose, without a potency; inactive means the rest, 99 in 100 with CPE inhibition below about 2.2%; further: strong numbers were not always called active
# PhoP inhibition: inhibitors of PhoP regulon expression, primary screen, Salmonella Typhimurium, GFP reporter (AID 1863); inhibition, % at 50 µM; hits with a dose series show IC50 in µM; 300,000 tested, 0.16% active; S. Typhimurium PhoP-regulated promoter GFP reporter, 4 h; higher % means a stronger effect;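 active means inhibition over 29.93%, a cutoff 3 SD above the screen mean, later confirmed by dose response; inconclusive means inhibition over 29.93% but no dose response follow-up; inactive means inhibition at most 29.93% or unconfirmed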;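 further: 0% = low Mg2+ inducing control and 100% = high Mg2+ repressing control; strong numbers were not always called active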
# WT yeast gro inh mutant strain: second read-out of WT yeast gro inh, no call of its own (marks repeat the call); inhibition, %; mitochondrial fusion phenotypic screen, mutant strain inhibition
# b-catenin transl cell count 5 µM: also measured in b-catenin transl; calls as there; cell count; measured here: cell count, cytotoxicity flag
# T cell modulator vesicle-bound %: second read-out of T cell modulator, no call of its own (marks repeat the call); double positive events, %; measured here: CD8+ vesicle-bound cell fraction;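 binding gate set so that unloaded-vesicle control wells show 10% double positive cells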
# Myeloid diff 2 GFP+ MAC1+ %: second read-out of Myeloid diff 2, no call of its own (marks repeat the call); GFP+ MAC1+ double positive, %; measured here: differentiation confirmed by MAC1 staining
# The depositor's hits bear a star; i = inactive; u = inconclusive; x = no result given; + = active, no number. These rows are one share of the data. The share of hits here may be higher or lower than overall.
SMILES,RSV antiviral HEp-2,MgcRacGAP inhibition,T cell modulator,T cell modulator vesicle-bound %,WT yeast gro inh,WT yeast gro inh mutant strain,b-catenin transl,b-catenin transl cell count 5 µM,SV40 large T antigen,Myeloid diff 2,Myeloid diff 2 GFP+ MAC1+ %,West Nile virus CPE,PhoP inhibition
C=C(C)[C@@]12OC3(c4ccccc4)O[C@@H]1C1[C@@H]4O[C@]4(CO)[C@@H](O)[C@]4(O)C(=O)C(C)=C[C@H]4[C@@]1(O3)[C@H](C)[C@H]2OC(=O)/C=C/C=C/c1ccccc1 (stereo partly drawn),x,-5%,i,57,x,x,x,x,5%,u,x,27%,15%
CC(=O)C1C2c3ccccc3OC1(C)N=c1s/c(=C/c3cn(C)nc3C)c(=O)n12 (stereo not drawn),0.1%,9%,i,40,-6,7,3.9,693,19%,i,2.0,0.1%,-5%
CC(=O)c1ccc2c(c1)C1C(Cl)C(Sc3ccccc3[N+](=O)[O-])CC1C(C(=O)O)N2 (stereo not drawn),0.6%,21%,i,36,5,31,-0.2,1061,29%,i,0.5,0.2%,11%
O=C1OC(c2ccc(Cl)cc2)=N/C1=C\N1CC2CC(C1)c1cccc(=O)n1C2 (stereo not drawn),3.9%,7%,i,16,x,x,1.4,1300,-2%,i,0.4,-0.3%,1%
O=c1[nH]c(=O)n(-c2cccc(F)c2)c(O)c1/C=C1\C=Nc2ccccc21,1.4%,-1%,i,24,x,x,x,x,13%,i,0.9,-0.2%,-4%
COC(=O)C1=Nc2ccccc2/C1=C\c1c(O)n(-c2cc(OC)ccc2OC)c(=O)[nH]c1=O,2.5%,u,i,40,-11,-6,x,x,37%,i,0.4,-0.5%,10%
CCn1ccnc1CN1CCCC(C(=O)c2cc(Cl)ccc2OC)C1 (stereo not drawn),0.6%,-5%,i,36,4,9,-0.2,1472,1%,i,0.2,-1.4%,0%
CCOc1ccc2c(c1)c(C(C)=O)c(C)n2Cc1ccco1,14%,11%,i,20,-12,-8,-0.1,1530,28%,i,0.1,-0.9%,-5%
Cc1noc(C)c1C(=O)N1CCC2(CC1)OCCO2,1.6%,8%,i,47,5,1,0.7,962,-3%,i,0.7,x,6%
O=C(CF)NC(Nc1cccc2cccnc12)C(Cl)(Cl)Cl (stereo not drawn),-2.0%,6%,i,54,-22,-13,0.0,1074,18%,i,1.6,0.1%,-3%
CC(CN1CCOCC1)OC(=O)Cc1ccccc1 (stereo not drawn),-0.8%,2%,i,41,-5,-22,2.2,1013,5%,i,0.3,-0.1%,11%
c1ccc(C2NCc3ccccc3-n3cccc32)cc1 (stereo not drawn),-1.0%,3%,i,23,9,4,-2.3,1052,10%,i,3.0,0.0%,17%
COc1ccccc1N1C(=O)NC(=O)C2(Cc3cc(C)ccc3N(C)C2)C1=O (stereo not drawn),1.9%,6%,i,10,1,-4,-2.7,942,13%,i,1.3,-0.2%,0%
CNP(=O)(Oc1ccccc1)OC12CC3CC(CC(C3)C1)C2 (stereo not drawn),0.6%,6%,i,19,1,1,-6.8,1068,15%,i,0.4,0.4%,1%
CSc1ccc(C(=O)C2CCCN(Cc3cnc(SC)nc3)C2)cc1 (stereo not drawn),5.3%,5%,i,52,34,38,0.7,1029,10%,i,0.7,-0.9%,6%

# Next part; it opens with the 2 that closed the last part.
SMILES,RSV antiviral HEp-2,MgcRacGAP inhibition,T cell modulator,T cell modulator vesicle-bound %,WT yeast gro inh,WT yeast gro inh mutant strain,b-catenin transl,b-catenin transl cell count 5 µM,SV40 large T antigen,Myeloid diff 2,Myeloid diff 2 GFP+ MAC1+ %,West Nile virus CPE,PhoP inhibition
CNP(=O)(Oc1ccccc1)OC12CC3CC(CC(C3)C1)C2 (stereo not drawn),0.6%,6%,i,19,1,1,-6.8,1068,15%,i,0.4,0.4%,1%
CSc1ccc(C(=O)C2CCCN(Cc3cnc(SC)nc3)C2)cc1 (stereo not drawn),5.3%,5%,i,52,34,38,0.7,1029,10%,i,0.7,-0.9%,6%
O=C1NC(=O)N(c2ccccc2F)C(=O)/C1=C/c1ccc(Sc2nc3ccccc3[nH]2)o1,6.2%,u,i,49,26,22,-0.2,1114,19µM*,i,1.8,-0.4%,-11%
CCCC(=O)c1cc(CP(=O)(OCC)OCC)oc1C,1.5%,x,i,29,x,x,1.1,1211,21%,i,0.3,0.1%,-5%
CN1C(=O)C(=Cc2ccc(N3CCCCCC3)o2)C(=O)N(C)C1=S,-1.2%,8%,i,25,17,20,0.3,1380,12%,+,0.8*,-0.3%,-21%
COc1ccc2c(c1)c(C(=O)CN1CCC3(CC1)OCCO3)c(C)n2Cc1ccccc1,2.7%,11%,i,31,-5,12,-2.6,989,5%,i,0.2,0.0%,-10%
O=P1(Oc2ccccc2)C[C@@H](O)[C@@H](O)[C@H](COCc2ccccc2)O1 (stereo partly drawn),0.2%,4%,x,x,x,x,0.7,1194,0%,i,0.6,0.3%,-7%
O=S(=O)(NC1CCCCC1)OCC(Cl)(Cl)Cl,-0.2%,9%,i,26,x,x,x,x,2%,i,0.6,-1.7%,-10%
Cc1cccc(-c2nc3ccc(C(=O)N4CCC5(CC4)OCCO5)cc3nc2-c2cccc(C)c2)c1,15%,3%,i,49,x,x,x,x,14%,i,0.5,0.5%,-9%
Cc1ccc(-c2nc3ccccc3c(=O)n2-c2cccnc2)cc1,0.6%,-2%,i,16,-8,-13,-4.0,550,u,i,0.2,0.8%,-9%
CN1C(=O)N(C)C(=O)C2(Cc3c(nc4ccccn4c3=O)N3CCc4ccccc4C32)C1=O (stereo not drawn),0.7%,3%,i,40,12,26,-2.2,892,13%,i,0.6,1.0%,-1%
O=[N+]([O-])c1cc(F)c(N2CCCC2)cc1N1CCNCC1,4.2%,x,i,47,9,12,-5.3,1088,6%,x,x,0.3%,-2%
CN(C)P(=O)(CCl)Nc1ccccc1 (stereo not drawn),1.8%,-7%,i,29,2,-2,-0.9,925,11%,i,0.3,-0.2%,-9%
N#CCCn1cc(C(=O)Nc2ccc(F)cc2)c(-c2ccccc2)n1,0.3%,7%,i,57,x,x,x,x,10%,i,0.6,-0.1%,1%
CC1=CC(=O)NP(=O)(Oc2ccc3ccccc3c2)N1 (stereo not drawn),0.7%,81µM*,i,19,10,-1,0.2,860,u,x,x,0.1%,-6%
COc1ccc(-n2c(/C=C/c3ccc(O)cc3)nc3ccccc3c2=O)cc1,5.9%,14%,i,34,x,x,x,x,14%,i,0.7,-0.7%,12%
CCOC(=O)C1=C(N)OC2=C(C(=O)CC(C)(C)C2)C12C(=O)Nc1ccccc12 (stereo not drawn),0.3%,2%,i,35,8,11,-1.4,1411,4%,i,7.3,0.4%,2%
CCn1c(P(C)(=O)O)nc2cc(NC(=O)c3ccccc3F)ccc21,0.7%,-2%,i,34,4,33,0.0,1007,16%,i,0.7,-0.3%,6%
C=CCN1C(=O)C2(C(C(=O)OCC)=C(N)Oc3c2c(=O)oc2ccccc32)c2ccccc21 (stereo not drawn),1.6%,9%,i,12,-14,-17,-0.8,1089,17%,i,1.2,0.1%,4%
CN1CCc2cc(O)cc3c2[C@H]1Cc1ccc(O)c(O)c1-3,58%,u,i,23,x,x,x,x,9.4µM*,i,3.0,-0.2%,8%
O=S1(=O)N(Cc2ccc(F)cc2)CCCN1Cc1ccccc1Cl,11%,11%,i,59,x,x,x,x,0%,i,0.4,-0.1%,-3%
CN(C)CCN=Cc1c(O)n(CCC2=CCCCC2)c(=O)[nH]c1=O,1.0%,10%,i,51,11,19,1.3,1113,6%,i,8.0,1.4%,11%
COC(=O)c1c(C)n(Cc2ccccc2)c2ccc(O)cc12,-0.2%,2%,i,8,19,-10,1.2,1060,-4%,i,0.0,-0.6%,22%
C=CCn1c(O)c(/C=N/N2CCCCC2c2cccnc2)c(=O)[nH]c1=S (stereo not drawn),1.7%,10%,i,43,3,-11,-1.9,954,16%,i,0.2,x,2%
CC(C(=O)c1c[nH]c2ccccc12)N1CCOCC1 (stereo not drawn),1.9%,7%,i,27,x,x,0.1,1236,5%,i,0.9,-0.1%,-3%
COC(=O)C1=C(c2ccc(OC)c(OC)c2)C[C@@H]2CC[C@H]1N2C(=O)NCCOc1ccccc1,0.4%,7%,i,29,x,x,x,x,x,i,1.2,x,x
Cc1cccc(CN2CCN(Cc3ccc(Cl)cc3)CC2)c1,0.5%,u,i,51,31,38,x,x,8%,i,0.6,-0.1%,16%
CC(C)N1CCN(c2ccc(O)cc2)CC1,-0.4%,24%,i,46,-7,7,-2.0,1140,1%,i,0.9,0.3%,11%
CC(C(=O)Nc1ccc(Br)cc1C(=O)c1ccccc1)N1CCOCC1 (stereo not drawn),3.9%,8%,i,42,-8,13,x,x,20%,i,2.4,-0.1%,6%
COC(=O)C1=C(c2c(C)noc2C)C[C@@H]2CC[C@H]1N2C(=O)NCc1ccc(F)cc1,-0.2%,11%,i,39,x,x,x,x,x,i,0.8,x,x
N[C@@H](Cc1c[nH]c2ccccc12)c1nnc(SCc2ccccc2F)o1,0.3%,4%,i,56,5,1,2.0,1380,-3%,i,0.9,-0.9%,16%
C[C@@]1([C@@H](NP(=O)(c2ccccc2)c2ccccc2)c2ccccc2)C[C@H]1CCO,-0.4%,13%,x,x,-3,-17,-3.1,545,7%,i,2.5,-0.9%,3%
Cc1ccc(-c2nc(N(C)C3CCN(C)CC3)c3ccccc3n2)cc1,u,22%,i,45,38,36,x,x,5%,i,9.3,u,-8%
Cn1c(C(=O)N2CCC(C(=O)N3CCC4(CC3)OCCO4)CC2)cc2sccc21,0.6%,0%,i,10,-5,-2,x,x,23%,i,0.9,-0.2%,-9%
O=[N+]([O-])c1cccc(O)c1,1.0%,8%,i,31,x,x,x,x,x,i,0.7,x,x
CCOC(=O)N(C)c1ccc(C(O)(C(=O)OC)C(F)(F)F)cc1 (stereo not drawn),-0.4%,11%,i,24,-6,-11,-0.7,1222,-1%,i,1.1,0.8%,-2%
